Smad3 inh: blocks human Smad3 binding to FoxH1 peptide | P84022 | TR-FRET Smad3/Dy647-FoxH1 peptide binding, europium anti-His | inhibition, % at 25 µM | 88,000 tested, 0.29% active | AID 630;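 active means compounds that reduce the energy-transfer binding signal between the protein and its labelled peptide by more than half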;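 further: 0% = Smad3 plus labelled peptide maximal FRET and 100% = peptide-only background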
CD11b adhes inh: blocks human CD11b/CD18 adhesion to fibrinogen; P05107+P11215; K562 CD11b/CD18 adhesion to fibrinogen, ATPlite luminescence; Mn2+ added to activate the integrin; inhibition, % at 10 µM; 93,000 tested, 0.54% active; AID 1497;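 active means primary inhibition of 50% or more at 10 µM, then 40% or more on retest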; further: some results filed as inactive read as strong as hits
Target sequence (P05107 whole entry, looked up, other chains not shown): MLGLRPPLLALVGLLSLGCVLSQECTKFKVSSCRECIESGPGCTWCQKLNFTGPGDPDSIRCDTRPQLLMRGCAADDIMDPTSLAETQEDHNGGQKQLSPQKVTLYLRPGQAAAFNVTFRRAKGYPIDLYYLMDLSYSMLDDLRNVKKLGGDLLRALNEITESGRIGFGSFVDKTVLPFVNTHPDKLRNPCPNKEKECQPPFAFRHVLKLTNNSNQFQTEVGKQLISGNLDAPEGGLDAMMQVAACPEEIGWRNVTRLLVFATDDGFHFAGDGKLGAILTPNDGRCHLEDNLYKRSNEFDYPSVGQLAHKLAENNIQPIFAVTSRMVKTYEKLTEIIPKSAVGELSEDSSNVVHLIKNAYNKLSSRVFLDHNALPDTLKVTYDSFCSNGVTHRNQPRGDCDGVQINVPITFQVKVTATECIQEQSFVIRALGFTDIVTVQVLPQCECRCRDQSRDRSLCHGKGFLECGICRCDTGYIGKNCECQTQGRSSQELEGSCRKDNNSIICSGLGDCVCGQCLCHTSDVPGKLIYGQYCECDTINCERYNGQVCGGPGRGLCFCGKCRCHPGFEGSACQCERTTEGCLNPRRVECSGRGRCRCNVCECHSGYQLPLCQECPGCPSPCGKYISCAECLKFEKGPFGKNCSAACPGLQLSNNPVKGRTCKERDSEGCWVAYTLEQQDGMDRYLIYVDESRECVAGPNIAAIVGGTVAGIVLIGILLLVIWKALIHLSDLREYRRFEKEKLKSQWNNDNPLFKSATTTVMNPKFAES
MT1-MMP txn act: activates MT1-MMP transcription; activation factor at 10 µM; HT1080 MT1-MMP promoter luciferase reporter, luminescence, overnight; stronger effect = higher value; 86,000 tested, 0.16% active;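 active means activation factor of at least 2 for MT1-MMP transcription at 10 µM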
ERb coact inh: ER-beta (human) coactivator binding inhibition. Q92731. TR-FRET ER-beta LBD / SRC1-Cy5 peptide binding; receptor agonist-loaded with 1 µM estradiol. inhibition, % at 25.6 µM. 86,000 tested, 1.3% active;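 active means compounds whose percent inhibition of the receptor-coactivator binding signal exceeds about 50% in the single-dose screen, limit read from the data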;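 further: 0% = receptor plus peptide wells without compound and 100% = peptide-only wells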
ERa SRC1 pot: enhances coactivator binding to human estrogen receptor alpha; AID 639; coactivator binding (% of control), % at 25.6 µM; 86,000 tested, 1.3% active; TR-FRET ERalpha-LBD/SRC-Cy5 coactivator binding, 2 h; 100 = basal binding, no effect; in the data active means activity above about 200%;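 further: binding measured in presence of low estradiol as agonist stimulus; 0% = peptide alone without receptor and 100% = receptor with peptide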
CD11b adhes enh: increases human CD11b/CD18 adhesion to fibrinogen; AID 1499; K562 CD11b/CD18 adhesion to fibrinogen, ATPlite luminescence; 93,000 tested, 0.07% active; activation, % at 10 µM;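 active means 10 µM primary screen giving 50% or more activity, confirmed by 40% or more on retest at that dose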; further: strong numbers were not always called active; reference of the scale not given here
sEH inh: blocks human soluble epoxide hydrolase activity; inhibition, % at 2 µM; recombinant human sEH enzymatic activity assay; 91,000 tested, 0.34% active; in the data active means inhibition above about 80%; further: values of inactives mirror those of a sister screen read the other way; many of its hits are not listed in these tables
sEH activator: soluble epoxide hydrolase (human) activation. activation, % at 2 µM. 91,000 tested, 0.04% active. purified human sEH enzymatic activity, activator screen. AID 717; in the data active means activation above about 37%; further: values of inactives mirror those of a sister screen read the other way
Candida biofilm: kills Candida albicans biofilms | C. albicans biofilm + clotrimazole, Alamar Blue | inhibition, % at 6 µM | 85,000 tested, 0.14% active;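 active means inhibition above 20%; inactive means inhibition below 20%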;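 further: preformed 24 hr biofilms exposed to compound for 48 hr; 0% = biofilm without compound and 100% = blank killed by clotrimazole plus chlorhexidine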
Active calls of the source: *; x = not tested or not shown; [ ] = remark or other dose. An excerpt. The share of hits here may be higher or lower than overall.

SMILES	Smad3 inh	CD11b adhes inh	MT1-MMP txn act	ERb coact inh	ERa SRC1 pot	CD11b adhes enh	sEH inh	sEH activator	Candida biofilm
O=C(Nc1sc2c(c1-c1nc3ccccc3[nH]1)CCCC2)C1CCCC1	1	11	1.3	-1	96	-4	-5	4	5
Cc1sc(NC(=S)NC(=O)c2cccs2)nc1-c1ccc(C(C)C)cc1	x	-11	x	x	x	0	-7	10	x
CCc1nc2ccccc2c(C(=O)OCC(=O)NCCCN2CCCC2=O)c1C	2	12	1.1	-11	124	2	9	-8	4
Cc1ccc2[nH]c3c(NCCN4CCOCC4)ncnc3c2c1	-1	-2	1.6	2[fluorescence artefact?]	99	-2	x	x	3
COc1cccc(CN(CC(=O)NC2CCCC2)C(=O)Cn2nnc(-c3cccs3)n2)c1	-3	-30	1.1	-3	112	3	19	-16	7
COc1ccc(-n2ncc3c(N4CCN(c5cccc(C)c5C)CC4)ncnc32)cc1	9[fluorescence artefact?]	x	1.1	3	100[fluorescence artefact?]	x	x	x	8
COC(=O)CN(C#N)c1nc(NC(C)C)nc(OC)n1	5	x	1.5	2	103	x	-1	1	5
COC(=O)C(C)N(c1ccc(C)cc1)S(=O)(=O)c1c(C)[nH]c(=O)[nH]c1=O (stereo unspecified)	9	3	1.1	-1	81	-4	-16	13	1
CN(CCNC(=O)c1cn(C)c2ccc(S(=O)(=O)N(C)C)cc2c1=O)CCc1ccccc1	2	0	1	-19	152[fluorescence artefact?]	1	x	x	3
Cc1ccc(S(=O)(=O)NCc2ccc(C(=O)NCCCN3CCN(C)CC3)cc2)cc1	-1	-12	1.1	-2	104[fluorescence artefact?]	-6	x	x	8
Cc1n[nH]c(=S)c2nn(-c3cccc(Cl)c3)c(C)c12	x	0	x	x	x	-2	0	3	x
CC(=O)N1CCN(C(=S)c2ccc([N+](=O)[O-])cc2)CC1	x	-34	x	x	x	-2	-13	13	x
COCCCN(C(=O)Nc1cccc(Cl)c1)C(C)c1ccccn1 (stereo unspecified)	7	x	1.1	-17	125	x	10	-9	7
Cc1ccc(C)c(-n2nnnc2SCC(=O)NCCC2=CCCCC2)c1	-5	-22	1.1	8	107	3	70	-69	6
CCn1nc(CCC(=O)O)c2ccccc2c1=O	8	x	1.1	-9	107	x	-20	22	6
O=C(CSc1nnc(-c2ccccc2)c(-c2ccccc2)n1)N1CCc2ccccc21	x	11	x	x	x	-4	-6	8	x
O=C(Cc1ccc(Cl)cc1)NCCS(=O)c1ccc(Cl)cc1 (stereo unspecified)	x	-3	x	x	x	-4	-6	5	x
O=C(CCSc1nc(-c2ccco2)cc(C(F)(F)F)n1)NCc1cccs1	14	x	1.1	-6	99	x	38	-34	8
CCOc1ccc(NC(=O)Nc2cc(C)ccc2F)cc1	-7	-38	1.4	-3	91	-4	78	-78	4
CS(=O)(=O)N(CC(=O)NCc1ccc2c(c1)OCO2)Cc1ccccc1	1	0	1.1	6	157	1	2	-3	4
CCOC(=O)c1cccc(NC(=O)CCS(=O)(=O)c2cccc3nsnc23)c1	0	11	1.1	1[fluorescence artefact?]	117	2	x	x	1
CCc1c(C#N)c(SCCC(=O)Nc2ccc(C)cc2)nc2c1C(=O)CC(C)(C)C2	x	12	x	x	x	0	5	-3	x
CCCCC(=O)N(c1ccc(OCC)cc1)C1C=CS(=O)(=O)C1 (stereo unspecified)	3	2	1.1	-3	107	0	x	x	3
CCOC(=O)C1CCN(C(=S)Nc2cccc(C)c2)CC1	x	-3	x	x	x	-3	5	-7	x
Cc1cc(Cl)ccc1OCCCC(=O)NCC1CCCO1 (stereo unspecified)	2	4	1	-12	115	-2	17	-16	-2
CCc1ccccc1NC1=NCC(=O)N1Cc1ccccc1	3	0	1.1	3	64	-1	16	-15	5
CC1CC1C(=O)Nc1nc(-c2ccccn2)cs1 (stereo unspecified)	4	-53	x	3	82	2	-8	11	2
Cc1cc(C=C(C#N)C#N)c(C)n1-c1ccccc1	x	-2	x	x	x	5	11	-9	x
C(=C\c1ccccc1)/CSc1nnc(-c2cnccn2)n1Cc1ccco1	5	x	1.1	6	109	x	-5	4	10
Cc1cccc(C)c1NC(=O)Cn1c(CN2CCCCC2)nc2ccccc2c1=O	3	x	1	-15[fluorescence artefact?]	103	x	-1	6	8
CCCOC(=O)c1ccc(Oc2c(-c3ccc(OCC)cc3O)n[nH]c2C)cc1	5	24	1.1	8	113	2	6	-3	3
Cn1c(=O)c2cc(S(=O)(=O)Nc3ccc4c(c3)OCO4)ccc2n(C)c1=O	8	-41	0.8	13	106	11	-16	13	-2
COc1ccc(O)c(C(=O)c2cnc3onc(C(C)C)c3c2)c1	-3	-7	1.3	-2[fluorescence artefact?]	111[fluorescence artefact?]	-3	-4	8	7
CC1(C)NC(=O)N(CC(O)CN2CCCCC2)C1=O (stereo unspecified)	4	4	1.1	-4	126	4	6	-5	1
CCOC(=O)C(CCCOc1ccc(C(C)CC)cc1)C(=O)OCC (stereo unspecified)	-12	14	0.9	-3	102	-2	-4	-2	4
COC(=O)c1ccccc1NS(=O)(=O)c1cn(C)c(=O)n(C)c1=O	-1	-65	1	3	99	0	-5	4	5
Cc1cccc(-c2noc(CN(C(=O)C34CC5CC(CC(C5)C3)C4)C(C)C)n2)c1	11	54	1.2	2	110	-6	10	-7	5
OC(CN1CCOCC1)Cn1c(-c2cccc(Cl)c2)nc2ccccc21 (stereo unspecified)	13	-14	1	-6	100	5	-6	6	2
CC(C)CNC(=O)c1cccc(NC(=O)c2ccc(NC(=O)c3ccco3)cc2)c1	-20[fluorescence artefact?]	-12	0.9	21[fluorescence artefact?]	230*[fluorescence artefact?]	0	3	-2	6
Cc1cccnc1N(C(=O)Nc1ccccc1)C1=NCC(C)(C)S1	9[fluorescence artefact?]	-14	1.2	-6	95	1	-7	8	0
COc1cc(C(=O)OC(C)C(=O)Nc2ccc3c(c2)OCO3)ccc1OCc1c(C)noc1C (stereo unspecified)	-3	x	1.1	1	96[fluorescence artefact?]	x	3	-4	-1
CNS(=O)(=O)c1cc(C(=O)NCc2ccco2)ccc1Cl	-1	11	1.3	5[fluorescence artefact?]	103	-3	9	-6	1
COc1ccccc1NC(=O)CN(c1ccc(C)cc1)S(=O)(=O)c1c(C)n[nH]c1C	9	7	1	9[fluorescence artefact?]	65	2	-1	4	4
COc1cccc(CN(C)C(=O)c2ccc(S(=O)(=O)N3CCCC3)cc2)c1OC	9[fluorescence artefact?]	4	1.1	1	131	5	15	-14	6
COc1ccc2sc(NC(=O)c3ccco3)nc2c1	-2	22	0.3	-15[fluorescence artefact?]	90[fluorescence artefact?]	-3	x	x	-7
COc1cc(NC(=O)c2ccc(CNc3c(N4CCOCC4)c(=O)c3=O)cc2)cc(OC)c1	-12	4	x	1	98[fluorescence artefact?]	25	x	x	14
FC(F)(F)c1cccc(N2CCN(c3ccc4nnc(-c5ccccc5)n4n3)CC2)c1	x	4	1.5	x	x	4	2	-1	x
CCOc1ccccc1OCCOc1ccccc1OC(C)C	5	-17	1.2	4	106	-2	-14	12	7
Cc1ccc(NC(=S)NN2CCOCC2)c(C)c1	-2	-12	1	2	123	-2	3	-2	-1
CCCCC(=O)Nc1nnc(C)s1	9	-1	1.1	7[fluorescence artefact?]	104	0	9	-8	3
Cc1ccc(C)c(OCC(=O)NCCN(C)C)c1	-13	-9	1	-3	98	-3	4	-9	0
CCc1ccccc1Nc1nc(N)nc(COC(=O)c2cccn2C)n1	3	-15	1.7	5	127	2	-12	11	2
Cc1cccc(N2C(=O)C(Cl)=C(Nc3c(C)n(C)n(-c4ccccc4)c3=O)C2=O)c1C	1	-5	1.2	7	116	-8	-11	10	0
O=C(CN1C(=O)CCC1=O)Nc1nc2c(F)cc(F)cc2s1	9	x	1.1	-8[fluorescence artefact?]	114[fluorescence artefact?]	x	0	-1	2
Cc1cc(C)n2nc3nc(N4CCCC4)nc(-c4ccccc4)c3c2n1	6	-6	1	17[fluorescence artefact?]	111[fluorescence artefact?]	1	x	x	4
Cc1cc(C)c2cccc(NC(=S)NC(=O)c3ccccc3)c2n1	x	-16	x	x	x	-1	-2	6	x
COc1ccc(Sc2nnc(Cc3ccccc3)c3ccccc23)cc1	x	0	x	x	x	-2	2	0	x
COc1ccc(C)cc1-n1nnnc1SCc1nc2ccccc2s1	5	8	1.9	0	127	-6	1	-1	2
COc1ccc(C(=O)NC2CCN(CC(=O)Nc3cccc(C)c3)CC2)cc1OC	4	x	1	-15	103	x	8	-2	2
O=C(c1cc(-c2ccccc2)on1)N1CCCC1	11[fluorescence artefact?]	-8	0.9	-5	103[fluorescence artefact?]	5	4	-4	5

Complete entries, quoted from the list.
`FC(F)(F)c1cccc(N2CCN(c3ccc4nnc(-c5ccccc5)n4n3)CC2)c1` is listed with Smad3 inh = x; CD11b adhes inh = 4; MT1-MMP txn act = 1.5; ERb coact inh = x; ERa SRC1 pot = x; CD11b adhes enh = 4; sEH inh = 2; sEH activator = -1; Candida biofilm = x
`COc1ccc(C(=O)NC2CCN(CC(=O)Nc3cccc(C)c3)CC2)cc1OC` is listed with Smad3 inh = 4; CD11b adhes inh = x; MT1-MMP txn act = 1; ERb coact inh = -15; ERa SRC1 pot = 103; CD11b adhes enh = x; sEH inh = 8; sEH activator = -2; Candida biofilm = 2

More structures:
SMILES	Smad3 inh	CD11b adhes inh	MT1-MMP txn act	ERb coact inh	ERa SRC1 pot	CD11b adhes enh	sEH inh	sEH activator	Candida biofilm
COC(=O)Cc1c[nH]c2cccc(OCC(O)CN(Cc3ccc([N+](=O)[O-])cc3)C(C)(C)C)c12 (stereo unspecified)	-6	6	1.1	-1	84	5	-5	5	7
O=C(COC(=O)c1cccnc1)c1ccc(Cl)cc1	-20	-16	1	-2[fluorescence artefact?]	107	2	4	-4	-2
CCC1CCCCN1Cc1ccc(OC)c(OC)c1 (stereo unspecified)	-12	8	1.1	7	108[fluorescence artefact?]	-1	-5	6	7
CCOC(=O)N1CCN(C(=O)C2CCN(Cc3nc(-c4ccccc4C)oc3C)CC2)CC1	-4	-6	1.1	-6	107	6	x	x	7
O=C(O)Cc1ccc2c(c1)N(S(=O)(=O)c1cccc(C(F)(F)F)c1)CC(C(=O)O)O2 (stereo unspecified)	x	-6	x	x	x	3	-10	10	x
CCOC(=O)c1[nH]c(C)c(C(=O)NCc2ccc(Cl)cc2)c1C	-2	-8	1.1	-13	101	-6	x	x	8
COc1ccc(C2CC(c3cccs3)=NN2C(=O)CSC2=NN3CCCC(=O)N=C3S2)cc1 (stereo unspecified)	2	7	x	4	89	-1	-2	4	10
Cc1ccccc1Cn1c(CN2CCc3ccccc3C2)nc2c1c(=O)n(C)c(=O)n2C	2	x	1.2	97*[fluorescence artefact?]	109	x	-18	16	7
CCCCNC(=O)N(C)c1nncnc1C(=O)NC	6	-18	1.3	-4[fluorescence artefact?]	110[fluorescence artefact?]	-1	x	x	-1
O=C(Nc1nc2c(s1)CCCC2)c1ccc2ncsc2c1	1	x	1.6	-2	78	x	x	x	9
Cc1ccc(Cn2nnc3c(=O)[nH]c(C4CCN(C(=O)c5cccs5)CC4)nc32)cc1	11	8	1.1	1	92	-4	-4	0	6
CSc1nc2cc(S(=O)(=O)N3CCOCC3)ccc2s1	-6	17	1.2	-3	127	0	-4	4	5
Cc1c(Cl)c([N+](=O)[O-])nn1CC(=O)NCc1ccco1	x	-19	x	x	x	-3	8	-7	x
O=C(Nc1cc(C(F)(F)F)ccc1F)C1CCCC1	8	x	1	-2	124	x	8	-10	4
CC1CCc2c(sc(NC(=O)c3noc4c3CCCC4)c2C(N)=O)C1 (stereo unspecified)	18[fluorescence artefact?]	x	1.8	-2	124	x	x	x	0
S=C(NCc1ccc(Cl)cc1)NC12CC3CC(CC(C3)C1)C2	x	101	x	x	x	-11	55	-54	x
O=C(Nc1nccs1)C1CCN(S(=O)(=O)c2cnc[nH]2)CC1	10	-15	1.3	4[fluorescence artefact?]	119[fluorescence artefact?]	2	x	x	9

From PubChem
